# Assay outcomes (PubChem BioAssay)
# BRCA1 expr act: increases BRCA1 expression. MCF7-BRCA1-FFLuc reporter, luminescence, 48 h; response scale: scaled: vehicle 0%, 10 µM genistein 100%. Potency, µM (series often up to 46.1 µM), without a hit: at the highest dose activation, most hits filed as activators. 1.1% of 380,000 active; note: potency is the fitted concentration of half-maximal effect; nearly all actives have a fitted effect of over 80% in size; some results filed as inactive show a strong effect at the top dose
#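 Luminescence from a BRCA1-driven firefly luciferase in MCF7 cells was the read-out, taken 15 min after substrate addition following 48 h compound exposure at 37 °C. Data were normalized to a 10 microM genistein control and DMSO vehicle.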
# PTAP TSG101 blk: blocks PTAP/TSG101 interaction to inhibit HIV-1 budding; Q99816; Fluorescence polarization, FITC-PTAP peptide / Tsg101 binding; Potency, µM (titrated, usually from 115 µM), for the others: top-dose activity change, negative = inhibition, actives largely listed as inhibitors; 340,000 tested, under 10 active; active = well fitted inhibition curve with a large enough effect in the main read-out, with a control signal flat, not every such curve was filed as active; inconclusive = small, poorly fitted or top-dose-only effect, or effect the other way, or a change in a side signal; inactive = no such curve, though single readings can be large or run the other way; note: potency is the fitted concentration of half-maximal effect; % of control where 0% means no effect
# Target sequence (Q99816 whole entry, looked up): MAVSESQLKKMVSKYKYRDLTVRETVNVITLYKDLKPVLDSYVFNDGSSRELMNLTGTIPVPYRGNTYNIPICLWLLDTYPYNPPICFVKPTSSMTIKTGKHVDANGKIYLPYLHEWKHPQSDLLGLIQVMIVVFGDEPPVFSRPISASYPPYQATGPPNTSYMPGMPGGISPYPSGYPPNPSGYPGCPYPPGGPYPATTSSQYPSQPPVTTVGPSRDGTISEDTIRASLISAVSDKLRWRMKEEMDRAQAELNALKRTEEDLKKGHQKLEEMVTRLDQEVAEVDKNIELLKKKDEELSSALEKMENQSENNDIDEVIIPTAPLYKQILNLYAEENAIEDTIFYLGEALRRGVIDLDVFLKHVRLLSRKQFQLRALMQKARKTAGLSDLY
#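 Steps: Tsg101 binding domain dispensed (10 uM final), compounds pinned in DMSO, FITC-labeled PTAP-motif peptide added (50 nM final); after 20 min binding at room temperature, polarization measured.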
# uPA generation: inhibitors of cell surface uPA generation; cell surface uPA generation assay, qHTS; Potency, µM (top dose mostly 38.3 µM), for inactives: top-dose activity change, negative = inhibition, hits mostly inhibitors; 0.31% of 330,000 active; active = well fitted inhibition curve with a large enough effect; inconclusive = small, poorly fitted or top-dose-only effect; inactive = no such curve, though single readings can be large or run the other way; tested in mouse RAW 264.7 cells; note: potency is the fitted concentration of half-maximal effect; % is set by controls: 0 for no effect and ±100 for the full control effect; nearly all actives have a fitted effect of over 55% in size
# Integrin act MD: integrin-mediated muscular dystrophy alleviation activation | alpha7betagal myoblasts, beta-gal FDG fluorescence, 48 h | Potency, µM (doses to about 38.3 µM), without a hit: at the top dose activation, most hits filed as activators | 0.064% of 350,000 active | AID 624291;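 note: potency is the fitted concentration of half-maximal effect; 100% = response of the positive control SU9516; nearly all actives have a fitted effect of over 60% in size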
#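 alpha7betagal+/- myoblasts (passage 13, 250/well) treated 48 h at 37C with compounds at 1:260 dilution of DMSO stock. Lysed, then beta-galactosidase activity read as FDG fluorescence (ex 480/em 540) after 30 min, with pre-read for autofluorescence.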
# USP2a inh: inhibitors of human ubiquitin-specific protease USP2a; Potency, µM (highest dose often 38.3 µM), for the others: at the highest dose activity change, negative = inhibition, actives largely listed as inhibitors; 0.01% of 330,000 active; O75604; USP2 core, Ub-CHOP2 coupled fluorogenic reporter, 485/531;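 note: potency is the fitted concentration of half-maximal effect; plate controls were DMSO wells for no effect and full inhibition by NEM control for full effect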
#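 Deubiquitinase activity read as fluorescence (485/531 nm) after Ub-CHOP2 cleavage activates the enterokinase reporter on its substrate; USP2 core 10nM, Ub-CHOP2 and substrate 25nM each, 30min compound preincubation then 60min RT; data normalized to NEM, curves fitted.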
# Eya2 inh: Eya2 (human) phosphatase inhibition | O00167 | recombinant Eya2, OMFP fluorescence dephosphorylation (OMFP is methylfluorescein phosphate) | Potency, µM (titrated, usually from 76.9 µM), without a hit: at the highest dose activity, negative = inhibition, hits mostly inhibitors | 0.006% of 330,000 active | AID 488837; note: potency is the fitted concentration of half-maximal effect; % is set by controls: 0 for no effect and ±100 for the full control effect
#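 Eya2 (0.2 uM) preincubated 10 min at ambient with compound, then OMFP substrate added at 50 uM; 10 min reaction in 50 mM HEPES pH 7.5, 50 mM NaCl, 5 uM MgCl2, 0.05% BSA, 1 mM DTT. Fluorescence read at Ex 485/Em 525 nm.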
# B2AR arrestin: agonists driving beta-arrestin recruitment to human beta2-adrenergic receptor | P07550 | beta-arrestin recruitment to beta2AR, cell-based reporter | Potency, µM (top dose mostly 46.1 µM), without a hit: at the top dose activation, actives largely listed as activators | 0.02% of 330,000 active;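 note: potency is the fitted concentration of half-maximal effect; 0% = DMSO controls and full agonism = EC100 isoproterenol or metaproterenol; nearly all actives have a fitted effect of over 65% in size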
# TRPV1 agonist: activates the human vanilloid receptor TRPV1 | Q8NER1 | TRPV1-expressing cells, Fluo-8 calcium influx, agonist mode | activation, % at 8.33 µM | 0.19% of 320,000 active | AID 540275; in the data active = activation above about 80%; inconclusive = between about 30% and that limit; note: 0% is about no effect
#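 Fluo-8 calcium influx in TRPV1-expressing cells, kinetic read (ex 480/em 520 nm). Compound added and read 3 min for agonist activity, followed by capsaicin at EC20 final and 2 min further read for enhancement.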
# p53 reactivator: re-activators of mutant p53 | H1299 p53-A138V BP100-luciferase reporter, luminescence, 24 h | Potency, µM (highest dose often 92.2 µM), without a hit: top-dose activity change, positive = activation, actives largely listed as activators | 0.063% of 320,000 active; note: potency is the fitted concentration of half-maximal effect; % of control where 0% means no effect; nearly all actives have a fitted effect of over 45% in size
#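 p53-null H1299 cells stably carrying temperature-sensitive p53-A138V and a BP100-luciferase reporter were pinned with compounds (4-point, 1:5 series) and held 24 hrs at 37 deg C. Luminescence was read 10 min after detection reagent.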
# ASM inhibitor: inhibitors of human secretory acid sphingomyelinase. 0.006% of 340,000 active. Potency, µM (doses to about 57.5 µM), without a hit: at the top dose activity change, negative = inhibition, actives largely listed as inhibitors. placental ASM, HMU-PC fluorogenic substrate, 60 min. AID 504937. P17405; note: potency is the fitted concentration of half-maximal effect
# Target sequence (P17405 47-631 limits assumed): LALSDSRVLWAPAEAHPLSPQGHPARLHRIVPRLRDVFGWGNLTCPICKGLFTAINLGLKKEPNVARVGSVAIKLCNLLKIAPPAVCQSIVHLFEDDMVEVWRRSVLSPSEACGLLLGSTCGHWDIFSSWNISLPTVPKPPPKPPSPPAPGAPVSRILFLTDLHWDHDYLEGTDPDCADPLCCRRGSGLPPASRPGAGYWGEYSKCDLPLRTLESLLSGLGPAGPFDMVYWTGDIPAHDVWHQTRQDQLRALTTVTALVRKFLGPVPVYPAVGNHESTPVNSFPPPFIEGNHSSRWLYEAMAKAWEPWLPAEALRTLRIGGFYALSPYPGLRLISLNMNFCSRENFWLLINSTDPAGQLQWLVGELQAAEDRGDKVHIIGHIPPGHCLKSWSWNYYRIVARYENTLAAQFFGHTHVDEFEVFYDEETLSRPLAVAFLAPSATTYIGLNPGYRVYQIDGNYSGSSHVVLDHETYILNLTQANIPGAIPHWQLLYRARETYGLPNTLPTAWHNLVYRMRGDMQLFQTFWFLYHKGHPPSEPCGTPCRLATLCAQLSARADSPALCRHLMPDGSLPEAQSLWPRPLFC
#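 Steps: dispense placental human ASM, pin compound, wait 10 min at room temperature, add HMU-PC0 substrate at 9 uM final, incubate 60 min at 37 °C, add stop solution raising pH to 10, read fluorescence.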
# ELG1 genotox: genotoxicity induction in ELG1-luciferase HEK293T cells | AID 504466 | HEK293T ELG1-luciferase reporter, luminescence, 16 h | 1.3% of 330,000 active | Potency, µM (titrated, usually from 46 µM), for the others: top-dose activity change, positive = activation, hits mostly activators; note: potency is the fitted concentration of half-maximal effect; % of control where 0% means no effect; nearly all actives have a fitted effect of over 60% in size
#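 16 hr compound incubation (37 °C, 5% CO2) of HEK293T cells carrying luciferase-tagged ELG1; luciferase then measured by ONE-Glo luminescence after 30 min at RT.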
# * hit, by the source's call; ? = inconclusive; · = no result given; [ ] = another dose, or the depositor's remark. Unless noted, calls come from the whole dose curve; as a rule, active = well fitted curve in the direction sought with a large enough effect; inconclusive = small, poorly fitted or top-dose-only effect, or another doubt; inactive = no such curve, though single readings can be large; an effect the other way counts as inactive or inconclusive.
SMILES,BRCA1 expr act,PTAP TSG101 blk,uPA generation,Integrin act MD,USP2a inh,Eya2 inh,B2AR arrestin,TRPV1 agonist,p53 reactivator,ASM inhibitor,ELG1 genotox
CCC1CN(C(=O)N2CCC(C(=O)NCc3ccc(F)cc3)CC2)c2ccccc2O1 (stereo not given),-15%,-3%,0%,-15%,4%,-8%,0.3%,26,27%,3%,-7%
CCC(=O)Nc1cccc(C(=O)c2ccc(C)c(C)c2)c1,6%,-1%,-2%,-5%,-1%,0%,-0.1%,15,-1%,-2%,4%
COc1ccc(OC)c(NC(=O)CSCc2cnn(-c3ccccc3)c2-n2cccc2)c1,-50%,-1%,16%,-37%,5%,?,0.9%,7,-2%,-2%,-6%
CC(C)CCNC(=O)c1nnc(Cc2ccc(Cl)cc2)o1,0%,-1%,15%,5%,3%,1%,-0.2%,0,1%,1%,2%
Cc1cccc(NS(=O)(=O)c2ccc(NS(=O)(=O)c3cccs3)cc2)c1,-16%,-3%,1%,26%,-4%,-3%,-1.2%,2,1%,13%,0%
CC(C)OC(=O)c1cc(=O)[nH]c2ccccc12,4%,-5%,-5%,-25%,-2%,-16%,0.8%,0,5%,13%,4%
O=C(CSc1nnc(-c2ccc(C(F)(F)F)cn2)s1)c1ccccc1,21%,-4%,3%,-11%,2%,8%,-0.8%,·,3%,4%,1%
Nc1nc(-c2ccccc2)nn1C(=O)c1ccco1,5%,-3%,-1%,-13%,11%,5%,-0.5%,9,4%,1%,6%
Cc1ccc(CSc2nnc(-c3ccncc3)o2)c(C)c1,10%,2%,4%,-16%,-7%,-6%,-0.2%,27,0%,-3%,6%
Cc1ccc2nc(NC(=O)COC(=O)c3ccccn3)sc2c1,?,-2%,-6%,?,1%,-6%,-0.1%,1,?,13%,0%
Cc1ccc(S(=O)(=O)N2CCCC2C(=O)OCc2nc3ccccc3s2)cc1 (stereo not given),-9%,2%,3%,-3%,-2%,2%,0.2%,0,1%,-1%,1%
COc1ccc(-c2c[n+]3c(n2-c2ccc(C)cc2)CCCCC3)cc1,-34%,0%,-18%,0%,1%,18%,-0.4%,-9,-4%,0%,-8%
Cc1ccccc1NC(=O)Cc1nc(COC(=O)c2ccc(O)cc2O)cs1,-8%,·,6%,-41%,0%,5%,0.2%,11,·,-6%,0%
Cc1nc(N)ncc1Sc1ccccc1,3%,-2%,-3%,6%,-2%,-8%,-0.7%,4,-2%,2%,0%
Cc1ccccc1C(C)NC(=O)COC(=O)Cn1cc(C(F)(F)F)ccc1=O (stereo not given),-5%,-1%,13%,-12%,2%,3%,0.0%,1,1%,-3%,0%
COc1cc(CCC(=O)Nc2ccc(S(=O)(=O)N3CCCC3)cc2)cc(OC)c1OC,-41%,-3%,5%,-39%,-1%,17%,-0.7%,3,-11%,2%,-1%
CCc1ccc2oc(-c3ccc(NC(C)=O)cc3)nc2c1,?,1%,5%,10%,-1%,-13%,?,3,·,11%,3.3µM*
CCc1ccc2c(c1)C(=O)C(=O)N2CC(=O)Nc1ccc(NC(=O)c2ccccn2)cc1,12%,-2%,6%,-11%,-1%,-1%,-0.8%,0,4%,-4%,8%
O=C(c1ccc(Br)s1)N1CCc2ccccc2C1,64%,0%,-18%,-12%,-1%,13%,-0.4%,?,-12%,-5%,?
COc1ccc(-n2c(COc3ccc(C)cc3)n[nH]c2=S)cc1,-4%,-2%,-10%,-29%,-1%,-4%,-0.2%,11,4%,-1%,0%
NNC(=O)c1sc(-c2ccc(Cl)cc2)cc1N,54%,0%,-12%,27%,8%,3%,-0.1%,-1,2%,62%[activator],?
Cc1onc(-c2ccccc2Cl)c1C(=O)Nc1sc2c(c1C#N)CCC2,-2%[1.84 µM],0%,5%,-16%,-9%,-3%,0.3%,-2,-8%,-10%,-9%
O=[N+]([O-])c1ccc(S(=O)(=O)N(CCCN2CCOCC2)Cc2cccs2)cc1,4%,-4%,5%,22%,-1%,-14%,0.1%,13,3%,-3%,0%
CC(=O)c1ccc(NC(=O)c2cc(Cl)sc2Cl)cc1,4µM*,-2%,-1%,13%,6%,3%,-0.7%,29,?,-8%,?
CCc1ccccc1NC(=O)CN(C)C(=O)CSc1nn(-c2ccccc2)c(=S)s1,-6%,-4%,0%,13%,2%,1%,0.2%,0,9%,0%,-2%
CC1(C)Cc2cccc(OCC(=O)Nc3cccnc3Cl)c2O1,-19%,-9%,3%,-13%,4%,2%,0.2%,12,-3%,2%,-1%
Cc1cc(NCCCN2CCOCC2)n2nc(C)c(-c3ccccc3)c2n1,-7%,-2%,2%,14%,4%,17%,3.1%,11,1%,1%,0%
O=C(O)CCc1ccc(-c2ccccc2)n1-c1ccc(C(=O)O)cc1,4%,-3%,-10%,9%,4%,-1%,-0.2%,-2,6%,10%,2%
O=c1[nH]c(NNC(=S)NCc2ccccc2)nc2c1C1(CCCCC1)Cc1ccccc1-2,-37%,-8%,-7%,17%,-2%,-1%,0.1%,-2,19%,0%,-1%
NS(=O)(=O)c1ccc(NC(=O)/C=C/c2ccccc2Cl)cc1,2%,-2%,-3%,7%,3%,3%,-0.1%,?,-2%,3%,5%

# 2 entries from above, reformatted:
# Values in the order – BRCA1 expr act | PTAP TSG101 blk | uPA generation | Integrin act MD | USP2a inh | Eya2 inh | B2AR arrestin | TRPV1 agonist | p53 reactivator | ASM inhibitor | ELG1 genotox
O=C(c1ccc(Br)s1)N1CCc2ccccc2C1
→ 64% | 0% | -18% | -12% | -1% | 13% | -0.4% | ? | -12% | -5% | ?
COc1ccc(-n2c(COc3ccc(C)cc3)n[nH]c2=S)cc1
→ -4% | -2% | -10% | -29% | -1% | -4% | -0.2% | 11 | 4% | -1% | 0%

# (more compounds)
SMILES,BRCA1 expr act,PTAP TSG101 blk,uPA generation,Integrin act MD,USP2a inh,Eya2 inh,B2AR arrestin,TRPV1 agonist,p53 reactivator,ASM inhibitor,ELG1 genotox
CC(=O)c1ccc(NC(=O)c2ccn(C(=O)OCC(C)C)n2)cc1,83%,0%,-12%,13%,3%,-3%,6.1%,18,?,5%,?
C=CCn1c(SCc2nc3ccccc3c(=O)[nH]2)nc2scc(C3CC3)c2c1=O,-54%,7%,3%,3%,4%,-5%,5.4%,-1,-7%,0%,10%
COC(=O)C1CC2=C(CCCC2=O)NC1=O (stereo not given),-1%,-1%,17%,-9%,·,·,·,·,·,3%,·
NCCCNc1nc(N)c([N+](=O)[O-])c(NC2CCCCC2)n1,-81%,-4%,?,-57%[inhibitor],1%,?,-0.1%,3,28%,-9%,-3%
O=C(Nc1c(C(=O)N2CCOCC2)cnn1-c1ccccc1)c1ccco1,1%,·,-3%,15%,1%,11%,0.2%,-1,-2%,3%,-1%
NC(=S)NNC(=O)Nc1ccc(Cl)c(Cl)c1,8%,0%,-1%,-16%,0%,-7%,-3.5%,-1,-8%,5%,-1%
COc1ccc(-c2nnc(SC(C(=O)c3c[nH]c4ccccc34)c3ccccc3)n2N)cc1OC (stereo not given),-79%,1%,-1%,-6%,-10%,-5%,5.4%,8,-5%,-18%,-3%
COc1cc(OC)nc(NC(C)=O)n1,-2%,0%,·,17%,1%,0%,0.1%,7,-1%,-2%,2%
Cc1cccn2c(=O)c(/C=C(\C#N)S(=O)(=O)c3ccccc3)c(N3CCN(Cc4ccccc4)CC3)nc12,-12%,-5%,0%,13%,1%,6%,0.1%,0,2%,10%,2%
Cc1ccc2c(CC(=O)OCc3cc(=O)n4c(n3)sc3ccccc34)coc2c1,10%,0%,1%,10%,3%,2%,0.3%,0,0%,-15%,5%
O=C(NCCC(=O)N1CCN(c2ccccc2O)CC1)c1ccc(Br)cc1,7%,3%,2%,-7%,0%,29%,0.8%,3,-5%,-5%,-2%
N#C/C(=C\c1c(N(Cc2ccccc2)Cc2ccccc2)nc2ccccn2c1=O)C(N)=O,-7%,-1%,-2%,0%,-3%,-1%,-0.1%,2,-28%,·,-1%
CCN1C(=O)c2cccc3cccc1c23,0%,-7%,-7%,?,0%,0%,-0.4%,-1,2%,19%,?
Cc1c(OCC(=O)N(C)C)ccc2c(-c3ccccc3)cc(=O)oc12,-14%,-1%,-3%,-8%,0%,-2%,0.4%,3,-6%,-2%,4%
OCC1(CCCc2ccccc2)CCN(Cc2cc(F)ccc2F)CC1,-17%,-1%,7%,1%,0%,2%,-0.1%,7,-1%,1%,-2%
O=C(Nc1cc(S(=O)(=O)N2CCOCC2)ccc1N1CCOCC1)c1ccc(Cl)nc1,1%,0%,-8%,-25%,-2%,-3%,-0.3%,2,1%,0%,1%
CC(C)(C)NC(=O)Cn1nnnc1-c1nonc1N,72%,-7%,3%,30%,1%,-29%,-0.1%,9,22%,4%,17%
COC(=O)Nc1ccc(S(=O)(=O)N2CCC(C)CC2)cc1,-40%,-2%,·,0%,3%,12%,-0.3%,9,-1%,1%,1%
